# Assay outcomes (PubChem BioAssay)
# Gal4-VP16 FLuc: inhibits Gal4-VP16 luciferase reporter, ROR gamma counter-screen; 3.5% of 310,000 active; Potency, µM (titrated, usually from 53.6 µM), inactives show at the highest dose activity, negative = inhibition, most hits filed as inhibitors; Drosophila S2 Gal4-VP16 UAS-luciferase, luminescence, 20 h;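 note: Gal4-VP16 expression switched on by copper sulfate through the metallothionein promoter; % is set by controls: 0 for no effect and ±100 for the full control effect; nearly all actives have a fitted effect of over 50% in size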
# MBNL1-CUG inh: blocks human MBNL1 binding to CUG repeat RNA | Q9NR56 | TR-FRET MBNL1-His/biotin-(CUG)12 binding, 665/545 ratio | Potency, µM (series often up to 57.5 µM), without a hit: at the highest dose activity change, negative = inhibition, most hits filed as inhibitors | 0.036% of 280,000 active; active = well fitted inhibition curve with a large enough effect in the signal ratio, with a control signal flat, not every such curve was filed as active; inconclusive = small, poorly fitted or top-dose-only effect, or effect the other way, or a change in a side signal; inactive = no such curve, though single readings can be large or run the other way; the % refers to the signal ratio; note: % is set by controls: 0 for no effect and ±100 for the full control effect
#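 Compounds (final 92 nM to 58 uM) are added to His-tagged MBNL1 and biotin-(CUG)12, then terbium anti-His antibody and streptavidin-XL665 (5 nM final). After 60 min at room temperature, the 665/545 nm ratio is read.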
# uPA generation: blocks generation of uPA at the cell surface; cell surface uPA generation assay, qHTS; Potency, µM (titrated, usually from 38.3 µM), for the others: top-dose activity change, negative = inhibition, actives largely listed as inhibitors; 0.31% of 330,000 active; AID 540303; active = well fitted inhibition curve with a large enough effect; inconclusive = small, poorly fitted or top-dose-only effect; inactive = no such curve, though single readings can be large or run the other way; tested in mouse RAW 264.7 cells; note: % is set by controls: 0 for no effect and ±100 for the full control effect; nearly all actives have a fitted effect of over 55% in size
# NPC1 promoter act: activators of NPC1 promoter | Huh7 NPC1 promoter luciferase reporter, 24 h | Potency, µM (top dose mostly 9.22 µM), without a hit: at the top dose activation, most hits filed as activators | 2.4% of 320,000 active | AID 485313;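 note: % of control where 0% means no effect; nearly all actives have a fitted effect of over 60% in size; reporter is driven by a mutant NPC1 promoter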
#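 Quantitative HTS used a cell-based reporter: Huh7 cells stably bearing the NPC1 promoter upstream of luciferase were treated with compounds for 24 h, and promoter activation was read as luminescence.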
# FLuc modulator: inhibits or activates purified firefly luciferase, miR-21 counter-screen | purified FLuc, Km substrates, luminescence inhibition | Potency, µM (titrated, usually from 57.5 µM), without a hit: at the top dose activity change, negative = inhibition, usual class: inhibitors | 6.9% of 360,000 active;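 note: plate controls were vehicle for no effect and reference inhibitor for full effect; nearly all actives have a fitted effect of over 55% in size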
# Target sequence (P08659 whole entry, looked up): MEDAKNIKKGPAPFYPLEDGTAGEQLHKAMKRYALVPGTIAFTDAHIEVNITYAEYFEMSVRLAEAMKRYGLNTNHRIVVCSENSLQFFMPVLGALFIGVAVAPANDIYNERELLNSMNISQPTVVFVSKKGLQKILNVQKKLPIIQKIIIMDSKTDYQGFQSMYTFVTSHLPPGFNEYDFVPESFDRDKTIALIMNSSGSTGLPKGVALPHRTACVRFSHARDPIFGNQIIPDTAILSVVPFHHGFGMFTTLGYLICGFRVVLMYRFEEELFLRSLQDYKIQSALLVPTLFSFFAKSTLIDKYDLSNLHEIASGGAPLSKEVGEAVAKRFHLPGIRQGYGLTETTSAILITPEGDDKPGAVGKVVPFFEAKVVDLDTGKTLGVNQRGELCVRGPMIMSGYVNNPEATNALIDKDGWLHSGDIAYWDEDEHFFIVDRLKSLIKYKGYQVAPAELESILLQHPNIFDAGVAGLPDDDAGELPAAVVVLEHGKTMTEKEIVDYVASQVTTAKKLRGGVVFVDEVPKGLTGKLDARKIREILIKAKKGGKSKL
#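 Biochemical qHTS of compounds, final roughly 60 µM downward over six points, against 10 nM purified firefly luciferase using Km concentrations of substrates (10 uM D-luciferin, 10 uM ATP) in Tris acetate pH 7.5 buffer; luminescence output.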
# CXXC DNA block: blocks binding of human MLL CXXC domain to DNA; MLL-CXXC / FITC-HOXA9 DNA fluorescence polarization; 0.037% of 290,000 active; Potency, µM (series often up to 115 µM), for the others: at the highest dose activity change, negative = inhibition, most hits filed as inhibitors; AID 2662; active = well fitted inhibition curve with a large enough effect in the polarisation, with a control signal flat, not every such curve was filed as active; inconclusive = small, poorly fitted or top-dose-only effect, or effect the other way, or a change in a side signal; inactive = no such curve, though single readings can be large or run the other way; the % refers to the polarisation
#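 Purified MLL-CXXC (added from a 7 uM solution) was preincubated 5 min at ambient with pinned compounds in 50 mM Tris-HCl pH 7.5, 50 mM NaCl, 1 mM DTT, 0.05% BSA. Fluorescein-labeled HOX-A9 DNA (50 nM solution) followed, 30 min, then polarization read.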
# Rab9 promoter act: activators of Rab9 promoter | Huh7 Rab9 promoter-luciferase reporter, luminescence, 24 h | Potency, µM (series often up to 9.22 µM), for inactives: at the highest dose activation, negative = inhibition, hits mostly activators | 2.8% of 320,000 active | AID 485297; note: % of control where 0% means no effect; nearly all actives have a fitted effect of over 60% in size
#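 Luminescence read-out: Huh7 cells stably expressing Rab9-luciferase, treated 24 h with compound at 37 °C, then lysed with luciferase reagent for 10 min at ambient before reading.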
# p53 reactivator: mutant p53 re-activation in reporter cells | H1299 p53-A138V BP100-luciferase reporter, luminescence, 24 h | Potency, µM (top dose mostly 92.2 µM), without a hit: at the highest dose activity change, positive = activation, hits mostly activators | 0.063% of 320,000 active; note: % of control where 0% means no effect; nearly all actives have a fitted effect of over 45% in size
#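 p53-null H1299 cells stably carrying temperature-sensitive p53-A138V and a BP100-luciferase reporter were pinned with compounds (4-point, 1:5 series) and held 24 hrs at 37 deg C. Luminescence was read 10 min after detection reagent.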
# BRCA1 expr up: BRCA1 expression activation. MCF7-BRCA1-FFLuc reporter, luminescence, 48 h; response scale: scaled: vehicle 0%, 10 µM genistein 100%. Potency, µM (highest dose often 46.1 µM), for the others: at the highest dose activation, hits mostly activators. 1.1% of 380,000 active; note: nearly all actives have a fitted effect of over 80% in size; some results filed as inactive show a strong effect at the top dose
#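 MCF7-BRCA1-FFLuc, 2000 cells/well; 2 h attach, 37 °C/5% CO2; compound 48 h; luciferase substrate 15 min; luminescence end-point. Norm. to genistein 10 microM max activation and DMSO; concentration-response curves fitted.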
# ELG1 genotoxic: genotoxicity induction in ELG1-luciferase HEK293T cells; HEK293T ELG1-luciferase reporter, luminescence, 16 h; Potency, µM (series often up to 46 µM), for the others: top-dose activity change, positive = activation, hits mostly activators; 1.3% of 330,000 active; note: % of control where 0% means no effect; nearly all actives have a fitted effect of over 60% in size
#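 Quantitative HTS format in 1536-well plates. HEK293T ELG1-luciferase reporter cells receive test compound and are incubated 16 hr at 37 °C, 5% CO2; ONE-Glo added, 30 min room temperature, then luminescence read.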
# RORg inh: ROR gamma (mouse) transcription inhibition; Drosophila S2 Gal4-RORgamma UAS-luciferase reporter, 20 h; Potency, µM (highest dose often 53.6 µM), for inactives: top-dose activity change, negative = inhibition, hits mostly inhibitors; 5.4% of 310,000 active; AID 2551; note: % is set by controls: 0 for no effect and ±100 for the full control effect; nearly all actives have a fitted effect of over 60% in size
# Target sequence (P51450 whole entry, looked up, the tested form may be a part): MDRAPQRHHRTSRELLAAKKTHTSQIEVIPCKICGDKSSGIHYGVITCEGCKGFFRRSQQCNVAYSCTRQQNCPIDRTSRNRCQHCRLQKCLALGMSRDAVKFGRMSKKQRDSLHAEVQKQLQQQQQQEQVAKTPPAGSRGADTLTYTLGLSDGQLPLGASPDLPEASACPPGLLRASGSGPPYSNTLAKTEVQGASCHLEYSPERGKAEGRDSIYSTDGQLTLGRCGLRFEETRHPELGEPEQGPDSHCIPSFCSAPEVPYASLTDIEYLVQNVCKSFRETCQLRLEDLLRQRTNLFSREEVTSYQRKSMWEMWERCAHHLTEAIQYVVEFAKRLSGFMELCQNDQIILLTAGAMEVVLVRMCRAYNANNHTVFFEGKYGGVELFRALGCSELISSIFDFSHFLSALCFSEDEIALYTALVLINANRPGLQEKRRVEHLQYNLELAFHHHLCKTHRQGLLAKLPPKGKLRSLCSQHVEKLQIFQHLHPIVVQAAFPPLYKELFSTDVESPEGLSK
#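 Drosophila S2 cells stably expressing Gal4-DBD/mouse RORγ fusion under metallothionein promoter plus UAS-luciferase; compound 1 h, then 700 uM CuSO4 induction for 20 h at ambient temperature; inhibition read as reduced luminescence.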
# Starred values were filed as active, the others as inactive; ? = inconclusive; / = no result given; & = joins results of further samples; [ ] = another dose, or the depositor's remark. Unless noted, calls come from the whole dose curve; as a rule, active = well fitted curve in the direction sought with a large enough effect; inconclusive = small, poorly fitted or top-dose-only effect, or another doubt; inactive = no such curve, though single readings can be large; an effect the other way counts as inactive or inconclusive. Potency is the fitted concentration of half-maximal effect. Some of the compounds tested (hit frequency here may not be typical).
SMILES,Gal4-VP16 FLuc,MBNL1-CUG inh,uPA generation,NPC1 promoter act,FLuc modulator,CXXC DNA block,Rab9 promoter act,p53 reactivator,BRCA1 expr up,ELG1 genotoxic,RORg inh
S=C(NCC1CCCO1)N1CCN(c2ccccc2)CC1 (stereo not drawn),6.2%,-13.8%,0.2%,-5.1%,-3.5%,3.7%,-7.0%,-5.2%,17.8%,-1.6%,3.8%
O=C(CCc1nc2ccccc2c(=O)[nH]1)OCc1ccccc1F,5.1%,0.8%,-0.7%,-2.2%,-0.5%,8.9%,0.6%,-6.9%,12.2%,12.8%,52.4%
O=[N+]([O-])c1cnccc1Nc1ccccc1,0.5%,?,-3.4%,-1.4%,0.9%,-12.2%,4.2%,-1.2%,-25.5%,-14.3%,-6.7%
Cc1cccc(N2CCN(C3=NC(=O)/C(=C\c4cn[nH]c4-c4ccccc4)S3)CC2)c1,-27.2%,9.1%,-2.3%,-3.4%,0.6%,13.0%,-9.4%,-19.0%,-20.9%,0.6%,-20.5%
COC(=O)c1ccc(CNC(=O)c2ccc3c(c2)OCCO3)cc1,24.0%,5.1%,-2.9%,18.5%,?,14.1%,0.1%,?,1.2%,12.8%,-0.4%
C=CCOc1c2ccc(C(=O)NC3CCCc4ccccc43)cc2nn1C (stereo not drawn),0.4%,-10.7%,-2.9%,0.6%,0.1%,3.4%,0.3%,-4.9%,1.6%,3.7%,-7.1%
CCCC(=O)NC(=S)Nc1nc(-c2ccc(OC)cc2)cs1,-16.0%,1.8%,3.5%,-19.7%,2.8%,5.7%,-24.5%,10.5%,-56.3%,11.3%,8.91µM*
OC(CNCC1CCCO1)Cn1c2ccc(Br)cc2c2cc(Br)ccc21 (stereo not drawn),?,15.2%,2.0%,-6.6%,2.0%,16.3%,-7.7%,-30.0%,-38.7%,-14.3%,?
COc1cc2ccccc2cc1C(=O)Nc1ccc(Cc2ccncc2)cc1,1.6%,16.5%,-15.1%,11.9%,?,33.8%,14.2%,6.9%,-75.0%,-16.2%,25.8%
Cc1nc2cc(NC(=O)NCc3ccco3)ccc2o1,27.6%,0.7%,4.7%,16.9%,?,13.7%,21.5%,16.7%,4.3%,1.5%,34.2%
CC(C)N1CCC(N2CCN(C3CCCCC3)CC2CCO)CC1 (stereo not drawn),-2.1%,6.7%,4.1%,-1.5%,6.2%,24.4%,-5.8%,0.9%,8.6%,1.3%,3.2%
CCCOc1cccc(C2C(C(=O)c3ccc(C)o3)=C(O)C(=O)N2c2nc(C)c(C(C)=O)s2)c1 (stereo not drawn),-2.1%,53.4%[activator],-4.1%,1.4%,-1.1%,8.7%,2.8%,-8.5%,-13.3%,15.5%,14.1µM*
COc1cc(NC(=O)c2cccs2)cc(OC)c1,?,-2.6%,0.2%,24.1%,?,4.3%,?,?,41.2%,10.0%,?
CC1CCCC(C)N1C(=O)Cn1nnc(-c2ccc([N+](=O)[O-])cc2)n1 (stereo not drawn),-3.1%,?,-8.1%,-3.1%,1.5%,11.4%,1.3%,-25.7%,6.5%,-8.4%,-5.4%
CCCCNc1c(-c2ccc(SC(C)CC)cc2)nc2ccccn12 (stereo not drawn),/,/,2µM*,3.55µM*,1.35µM*,/,3.55µM*,?,-20.7%&-20.4%,-6.7%,/
CCOC(=O)c1sc2nccc(N(C)C)c2c1N=CNOCc1ccccc1,1.6%,55.6%[activator],7.4%,16.7%,3.7%,-16.9%,6.7%,6.1%,52.6%,-1.7%,20.3%
Cc1cccc(/C=C2/C(=O)/C(=C/c3ccccc3C)C3CCC2N3C)c1 (stereo not drawn),-0.3%,2.8%,5.6%,0.1%,0.0%,14.1%,4.3%,4.4%,-0.4%,0.9%,0.3%
O=C(CSc1nccc(-c2ccc(Br)cc2)n1)NCCc1ccccc1,-15.4%,-4.6%,-1.5%,1.7%,2.2%,6.3%,-6.0%,7.9%,-14.9%,-1.1%,-20.9%
O=[N+]([O-])c1ccccc1/C=C/CN1CCCCC1,-1.2%,20.3%,4.1%,-0.7%,1.5%,4.8%,-2.1%,-3.2%,2.3%,0.1%,8.5%
COc1ccccc1C(=O)NC(=S)Nc1ccc(NC(=O)c2cccs2)cc1,-17.4%,0.2%,5.4%,-1.6%,2.0%,8.0%,13.9%,-3.8%,-60.4%,5.0%,6.4%
O=C(Nc1nc(-c2ccccc2)cs1)c1ccccc1NS(=O)(=O)c1ccc(F)cc1,5.62µM*,17.5%,-11.1%,-19.7%,?,3.4%,-32.5%[inhibitor],?,-62.1%,-5.9%,?
C=CCN1C(=O)CS/C1=N\N=C\c1cccc([N+](=O)[O-])c1,7.5%,6.0%,1.3%,-2.3%,0.3%,9.5%,0.0%,8.5%,19.1%,-3.3%,-13.5%
CCCn1c(SCC(=O)NC23CC4CC(CC(C4)C2)C3)n[nH]c1=O,-14.5%,-8.1%,2.6%,0.0%,1.0%,-0.9%,-1.6%,0.0%,4.8%,-1.0%,16.3%
CCOc1ccc(/C=N/Nc2ccccc2)cc1,-10.3%,0.3%,-6.5%,11.5%,?,3.9%,12.0%,7.9%,-12.1%,?,25.2%
Cc1cc(Cl)ccc1NC(=O)CCN1C(=O)NC(C)(C)C1=O,/,/,-3.7%,-1.1%,/,/,11.0%,?,5.2%,0.5%,/
CC1CN(C(=O)c2cccc(COc3ccccc3Cl)c2)CC(C)O1 (stereo not drawn),-16.0%,3.0%,1.0%,3.55µM*,15.1µM*,7.4%,?,-1.1%,114.2%,?,17.9%
Cn1c(C(=O)N2CCC(C(N)=O)CC2)cc2c(=O)n(C)c3ccccc3c21,-24.2%,-6.8%,-12.3%,0.2%,2.8%,3.5%,-8.7%,-1.3%,2.7%,7.0%,5.4%
O=C(NN1CCOCC1)c1cccc2ccccc12,-8.8%,-2.3%,11.0%,-3.4%,0.7%,1.8%,-3.7%,-9.6%,-8.7%,-1.0%,2.4%
Cn1cnnc1SCC(=O)Nc1sc2c(c1C#N)CCCCC2,?,3.5%,-5.3%,10.5%,26.9µM*,1.9%,11.2%,5.8%,-0.4%,7.5%,?
CCCC/C(C)=N/NC(=O)Nc1ccccc1,4.8%,2.1%,5.8%,1.7%,-16.0%,-3.3%,7.0%,3.3%,8.3%,2.4%,9.8%

# Molecules shown so far that have bromine (two):
SMILES,Gal4-VP16 FLuc,MBNL1-CUG inh,uPA generation,NPC1 promoter act,FLuc modulator,CXXC DNA block,Rab9 promoter act,p53 reactivator,BRCA1 expr up,ELG1 genotoxic,RORg inh
OC(CNCC1CCCO1)Cn1c2ccc(Br)cc2c2cc(Br)ccc21 (stereo not drawn),?,15.2%,2.0%,-6.6%,2.0%,16.3%,-7.7%,-30.0%,-38.7%,-14.3%,?
O=C(CSc1nccc(-c2ccc(Br)cc2)n1)NCCc1ccccc1,-15.4%,-4.6%,-1.5%,1.7%,2.2%,6.3%,-6.0%,7.9%,-14.9%,-1.1%,-20.9%

# Look-ups from the list.
# In Rab9 promoter act, `O=[N+]([O-])c1ccccc1/C=C/CN1CCCCC1` shows -2.1%
# In NPC1 promoter act, `CCOc1ccc(/C=N/Nc2ccccc2)cc1` shows 11.5%

# Next part:
SMILES,Gal4-VP16 FLuc,MBNL1-CUG inh,uPA generation,NPC1 promoter act,FLuc modulator,CXXC DNA block,Rab9 promoter act,p53 reactivator,BRCA1 expr up,ELG1 genotoxic,RORg inh
Cc1ccc(CSCC(Nc2ccc(C(=O)O)cc2[N+](=O)[O-])C(=O)O)cc1 (stereo not drawn),1.3%,?,-0.6%,0.9%,-2.2%,-3.2%,-3.1%,4.3%,24.2%,0.9%,1.0%
Cc1ccc(N/C=C(/C#N)c2ccsc2)cc1,?,5.4%,-4.0%,/,16.9µM*,-1.6%,/,/,63.9%,/,?
Cc1ccc2nc(N3CCN(CCO)CC3)nc(-c3ccccc3)c2c1,-11.7%,8.6%,-1.5%,-5.6%,1.5%,7.2%,-2.6%,-5.5%,-15.7%,-1.6%,-28.7%
Cc1ccc(CCNC(=O)CS(=O)Cc2nc(-c3cccc(C)c3)oc2C)cc1 (stereo not drawn),9.1%,9.0%,5.7%,-0.3%,0.9%,-1.6%,-4.6%,-1.2%,-10.2%,1.2%,-34.4%
